Bioassay records from PubChem.
Epigenetic derep: derepresses silenced GFP reporter in murine cells; Potency, µM (series often up to 53.9 µM), for the others: at the highest dose GFP activation, most hits filed as activators; murine LDR cells, GFP reporter derepression, 30 h; 280,000 compounds, 0.2% hits; active means well fitted activation curve with a large enough effect; inconclusive means small, poorly fitted or top-dose-only effect; further: % of control where 0% means no effect; nearly all actives have a fitted effect of over 60% in size
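Murine LDR cells carrying a silenced, genomically integrated CMV-driven GFP reporter were exposed to compound for 30 hours at 37 C. After PBS washes, GFP-positive cells (20–120 um objects) were counted by laser-scanning microplate cytometry.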
Active calls of the source: *; u = inconclusive. Potency means the concentration at half of the fitted maximal effect.

SMILES	Epigenetic derep
O=C1c2ccccc2C(=O)C1(c1ccccc1)N1CCN(c2cccc(Cl)c2)CC1	6.6%
CCOCCc1nn2c(=O)cc(COC(=O)c3ccc(NC(=O)c4cccs4)cc3)nc2s1	u
Cc1cccc(-c2nc3c4ccccc4nc(NCc4ccccc4Cl)n3n2)c1	1.4%
CCc1ccccc1NC(=O)Cn1c(=O)n(Cc2ccco2)c(=O)c2ccccc21	-0.9%
COc1ccc(C(=O)Nc2ccc(-c3cc4ccccc4oc3=O)c(C)c2)cc1Br	1.6%
CCN(Cc1ccccc1)C(=O)CN1C(=O)COc2ccc(S(=O)(=O)NC3CCCC3)cc21	-1.2%
CCOCCc1nn2c(=O)cc(COC(=O)CNC(=O)c3cccc(C)c3)nc2s1	0.0%
CCCn1c(=O)sc2cc(NC(=O)c3ccc(OC)c(Br)c3)ccc21	-1.9%
CCOC(=O)C1CCCN(S(=O)(=O)c2cc(-c3cc(C)no3)ccc2OC)C1 (centres undefined)	-1.1%
COc1ccc(-n2cc(C(=O)NCc3ccc(Cl)cc3)c3ccccc3c2=O)cc1	0.8%
Cn1ccc2c(OCC(=O)NCc3ccccc3Cl)cccc2c1=O	u
Cc1ccc(Nc2c(-c3cccnc3)nc3ccc(Cl)cn23)cc1	1.9%
CCOC(=O)C1=C(CS(=O)(=O)c2ccc(C)c(C)c2)NC(=O)NC1c1ccccc1OCC (centres undefined)	6.3%
Clc1ccccc1-c1nnc(-c2ccccc2CNc2ccc(Br)cc2)o1	1.0%
CCCC(=O)Nc1nnc(SCc2cc(=O)n3cccc(C)c3n2)s1	-1.7%
Cn1nc(-c2ccc(OCC(=O)Nc3ccc(Cl)cc3)cc2)c2ccccc2c1=O	0.0%
Cc1ccc2scc(N3CCCC(C)C3)c(=O)c2c1 (centres undefined)	-1.1%
COc1ccc(-c2cc(C(=O)Nc3ccc(C#N)cc3)no2)cc1	0.9%
COc1ccc2c(c1)CC(C(=O)NCCN1CCN(c3ccccc3F)CC1)CO2 (centres undefined)	-0.9%
COc1ccc(CNC(=O)C2CCCN(C(=O)N3CCOc4ccccc43)C2)cc1 (centres undefined)	0.0%
COCCCNC(=O)CSc1nc2c(sc3ccccc32)c(=O)n1CCc1ccc(OC)c(OC)c1	-1.3%
COc1ccccc1N1CCN(c2ccc(-c3nc(-c4ccccc4)no3)cc2[N+](=O)[O-])CC1	-3.3%
Cc1cc(Nc2ccccc2C)n2nc(Cc3ccc(Cl)cc3)nc2n1	2.7%
Cc1cc(N2CCC(C(=O)Nc3ccc(Cl)cc3)CC2)n2nc(C)c(-c3ccc(Cl)cc3)c2n1	-1.1%
COc1cc(NC(=O)c2cc3cc4ccc(C)cc4nc3o2)cc(OC)c1OC	0.2%

Additional records follow.
SMILES	Epigenetic derep
Cc1ccc(OCc2nc(-c3ccc(C(=O)N4CCN(c5cc(Cl)ccc5C)CC4)cc3)oc2C)cc1	0.8%
CCOC(=O)C1CCCN(C(=O)Cn2ncc3c(C)n(Cc4ccccc4Cl)c(C)c3c2=O)C1 (centres undefined)	-0.9%
O=C(NC1CCCC1)c1ccc(CSc2nc3ccncc3n2Cc2ccccc2F)cc1	2.2%
Cc1ccc(C)c(N2CCN(S(=O)(=O)c3cc(-c4cc(C)no4)ccc3C)CC2)c1	6.0%
CC(NC(=O)c1ccc2c(c1)N(Cc1ccc(Cl)cc1)C(=O)CS2)c1ccccc1 (centres undefined)	-1.1%
COc1ccc(N2CCN(C(=O)c3nc(SC)ncc3Cl)CC2)cc1	-1.9%
Cc1cc(C)c(NC(=O)Cn2c(=O)n(Cc3ccc(C(=O)NCc4ccco4)cc3)c(=O)c3sccc32)c(C)c1	u
COCCNC(=O)Cn1cnc2sc(C)c(S(=O)(=O)N3CCN(c4ccccc4OC)CC3)c2c1=O	4.7%
CCOc1ccc(C(=O)NCC(c2ccc(Cl)cc2)N2CCCCC2)cc1 (centres undefined)	-2.4%
CCc1ccc(C(=O)COC(=O)C(Cc2c[nH]c3ccccc23)NC(=O)c2ccc(Br)cc2)cc1 (centres undefined)	-1.6%
Cn1c(=O)oc2cc(S(=O)(=O)NCCC(=O)Nc3ccc(F)cc3F)ccc21	5.6%
CCCSCCCNC(=O)CN1C(=O)COc2ccc(S(=O)(=O)N3CCCCCC3)cc21	6.6%
CCOc1ccc(Nc2oc(/C=C/c3cc(OC)c(OC)c(OC)c3)nc2C#N)cc1	u
CCc1ccc2c(c1)c(=O)c(C(=O)c1ccc(C)cc1)cn2CC(=O)Nc1ccccc1C	u
COc1ccc2cc(S(=O)(=O)c3ccccc3F)c(=O)oc2c1	-1.1%
O=C(NCc1ccccc1Cl)c1ccc2c(c1)N(Cc1ccccc1)C(=O)CS2	1.2%
Cc1ccccc1C1=CCN(c2ncc(NC(=O)c3ccc(Cl)cc3)cc2C(=O)O)CC1	-1.3%
CCCOC(=O)c1c(-c2ccccc2)c(-c2ccccc2)nn(C)c1=O	-2.6%
O=C(CCCCn1c(=O)[nH]c2ccsc2c1=O)N1CCN(c2cccc(C(F)(F)F)c2)CC1	0.6%
Cc1ccc(CCNC(=O)CCN2N=C(c3ccc(C)cc3)CCC2=O)cc1	-2.6%
CCCOc1ccc(NC(=O)CC2C(=O)N(c3ccc(F)cc3)C(=O)N2CC(C)C)cc1 (centres undefined)	-0.8%
COc1cc(N2C(=O)CSC23C(=O)N(Cc2cccc(F)c2)c2ccccc23)cc(OC)c1OC (centres undefined)	-2.5%
Cc1c(Cl)cccc1NC(=O)N1CCN(Cc2cc(=O)n3nc(-c4ccccc4F)sc3n2)CC1	-1.8%
COc1ccc(CCNC(=O)c2ccc(CS(=O)(=O)Cc3cccc(C)c3)o2)cc1OC	1.5%
CCOc1ccc(NC(=O)Cn2c(C)cc3ccccc3c2=O)cc1	1.3%

Quoted at random: three records from the list, in no set order.
SMILES	Epigenetic derep
O=C(CCCCn1c(=O)[nH]c2ccsc2c1=O)N1CCN(c2cccc(C(F)(F)F)c2)CC1	0.6%
O=C(NC1CCCC1)c1ccc(CSc2nc3ccncc3n2Cc2ccccc2F)cc1	2.2%
CCOC(=O)C1CCCN(C(=O)Cn2ncc3c(C)n(Cc4ccccc4Cl)c(C)c3c2=O)C1 (centres undefined)	-0.9%

The listing continues:
SMILES	Epigenetic derep
COc1ccc2sc(N(Cc3cccnc3)C(=O)C3COc4ccccc4O3)nc2c1 (centres undefined)	-1.2%
O=C(c1ccc2c(c1)N(Cc1ccccc1)C(=O)c1ccccc1S2(=O)=O)N1CCOCC1	9.7%
Cc1ccccc1NC(=O)CSc1ccc(-c2cccs2)nn1	-1.4%
CCc1ccc(S(=O)(=O)Nc2ccc3oc(C)c(C(=O)OCCOC)c3c2)cc1	-0.6%
Cc1ccc(NC(=O)c2sc3nc(-c4ccc(F)cc4)ccc3c2N)cc1F	6.7%
CCCCCn1c(=O)[nH]c2cc(C(=O)Nc3ccc(F)c(F)c3)ccc2c1=O	2.2%
Cc1ccc(NC(=O)C2CCCN2S(=O)(=O)c2cccc3cccnc23)c(C)c1 (centres undefined)	0.8%
CCOc1ccc(OCC)c(NS(=O)(=O)c2ccc3c(c2)CCCN3C(C)=O)c1	0.0%
CCCSc1oc(-c2cccs2)nc1S(=O)(=O)c1ccc(Cl)cc1	-1.0%
CC(C)(C)c1ccc(OCC(=O)N2CCC(c3nc4ccccc4s3)CC2)cc1	0.0%
CCc1ccc(C(=O)c2cn(CC(=O)Nc3ccc(OC)cc3OC)c3ccc(CC)cc3c2=O)cc1	0.2%
CC(=O)c1ccc(NC(=O)c2noc3c2CCc2ccccc2-3)cc1	-0.9%
O=C(C1CCCCC1)N(Cc1cccnc1)c1nc2c(F)cccc2s1	6.9%
CSc1ccccc1NC(=O)CCS(=O)(=O)c1nc(-c2cccs2)cc(C(F)(F)F)n1	-0.5%
COc1ccc(C2=NN(S(C)(=O)=O)C(c3cn(-c4ccccc4)nc3-c3cccs3)C2)cc1 (centres undefined)	3.2%
COc1ccc(-c2noc(CSCC(=O)Nc3cc(OC)c(OC)c(OC)c3)n2)cc1OC	-0.2%
CCOC(=O)c1cccc(NC(=O)CCNS(=O)(=O)c2cccc3nonc23)c1	5.4%
COc1cccc2c1cc1c(=O)n(CC(=O)O)nc(C)n12	0.0%
O=C(Cn1c(=O)ccc2cc(S(=O)(=O)N3CCCC3)ccc21)Nc1ccccc1	0.0%
CC(NC(=O)C1CCN(c2nc3ccccc3nc2C(F)(F)F)CC1)c1ccccc1 (centres undefined)	11%
COc1ccc(C)cc1NC(=O)C1COc2ccccc2C1 (centres undefined)	1.7%
CCOC(=O)C1CCN(c2ncnc3c2nnn3C)CC1	0.0%
Cc1ccc(-c2nc(CS(=O)CC(=O)N3CCN(c4ccccc4)CC3)c(C)o2)cc1 (centres undefined)	-1.1%
COc1ccc(CNCCSc2nnnn2-c2ccccc2)c(OC)c1	-3.2%
COc1ccc(-n2ncc3c(NCCCOC(C)C)ncnc32)cc1	5.7%

(next part)
SMILES	Epigenetic derep
Cc1ccccc1C(=O)N1CCC(c2nc(-c3ccc(S(=O)(=O)N4CCCC4)cc3)no2)CC1	-5.6%
COc1cc2c(=O)n(CCC(=O)NCC3CCCO3)c(=O)n(CC(=O)Nc3ccc(C)c(C)c3)c2cc1OC (centres undefined)	-1.0%
Cc1ccc(CNC(=O)c2cccc(Nc3nc4ccccc4n4nnnc34)c2)cc1	u
COCCn1c(=N)c(C(=O)NCC2CCCO2)cc2c(=O)n3ccccc3nc21 (centres undefined)	-0.7%
COc1cccc(C(=O)Nc2ccc(-c3nc4ccccc4s3)cc2Cl)c1	1.3%
COc1cccc(CN2C(=O)C3(SCC(=O)N3c3ccc(C(C)C)cc3)c3ccccc32)c1 (centres undefined)	-4.5%
Cc1ccc(C)c(OC(=O)CSc2nnc(CNC(=O)c3ccccc3)o2)c1	-4.6%
Cc1ccc(CSc2nc3ccc(NC(=O)COc4ccccc4F)cc3s2)cc1	0.8%
O=C(CSc1nc2c([nH]c3ccccc32)c(=O)n1-c1ccccc1)N1CCCCCC1	1.1%
CC(C)(C)c1ccc(C(=O)Nc2nnc3n2CCS3)cc1	1.4%
Cc1ccc(-c2nnc3c4ccccc4c(-c4ccccc4)nn23)cc1	1.8%
Cc1ccc(Nc2nc3c(S(=O)(=O)c4ccccc4)nnn3c3ccsc23)c(C)c1	5.6%
Cc1ccc(Nc2c(-c3ccccc3O)nc3ccc(Br)cn23)cc1	-0.7%
Cc1ccc2nc(NC(=O)CSc3nccn3Cc3ccc(F)cc3)sc2c1	-0.6%
CCOc1ccc(S(=O)(=O)NCC(c2ccco2)S(=O)(=O)c2cccs2)cc1 (centres undefined)	3.9%
Cc1ccc(OCC(=O)OCc2cc(=O)n3c(C)csc3n2)cc1	0.0%
Cc1ccc(NC(=O)c2cnn3c2NC(c2ccccc2)=CC3c2ccccc2)cc1 (centres undefined)	-1.3%
COc1ccc2nc3oc(C(=O)Nc4cccc(C(F)(F)F)c4)cc3cc2c1	1.4%
COc1ccc2sc(N(Cc3cccnc3)C(=O)C3CCCCC3)nc2c1	4.5%
COc1ccccc1N1CCN(c2ncnc3onc(C)c23)CC1	-0.2%
CCC(=O)N1c2ccccc2CC1C(=O)NCCCN1CCN(c2ccc(OC)cc2)CC1 (centres undefined)	-9.5%
CCCN(CCC)CCNC(=O)c1cc2c(=O)oc3ccc(C)cc3c2s1	-0.3%
CCOc1ccccc1NC(=O)C1CCN(S(=O)(=O)c2cccc3nonc23)CC1	-1.3%
COc1ccc(NC(=O)c2[nH]nc3c2CSc2ccccc2-3)c(OC)c1	0.8%
CC(=O)c1cccc(NC(=O)c2c(C)nn(-c3ccc(F)cc3)c2-n2cccc2)c1	-0.3%

Sorted by molecular weight (descending): part of the list above.
SMILES	Epigenetic derep
Cc1ccc(Nc2nc3c(S(=O)(=O)c4ccccc4)nnn3c3ccsc23)c(C)c1	5.6%
CCOc1ccccc1NC(=O)C1CCN(S(=O)(=O)c2cccc3nonc23)CC1	-1.3%
COc1cccc(C(=O)Nc2ccc(-c3nc4ccccc4s3)cc2Cl)c1	1.3%
COc1ccccc1N1CCN(c2ncnc3onc(C)c23)CC1	-0.2%

Later entries:
SMILES	Epigenetic derep
COc1ccc2c(c1)sc1ncc(C(=O)NCc3ccc(OC(C)C)cc3)c(=O)n12	0.8%
COc1cccc(N2CCN(c3ncnc4onc(-c5ccc(Cl)cc5)c34)CC2)c1	-1.1%
COc1ccc(NC(=O)C(NC(=O)/C=C\c2ccc3c(c2)OCO3)c2ccccc2)cc1 (centres undefined)	10%
COc1ccc(S(=O)(=O)Cc2ccc(C(=O)N3CCN(c4cc(C)ccc4C)CC3)o2)cc1	0.0%
Cc1cc(S(=O)(=O)Nc2cc3c(cc2NCc2ccccc2)n(C)c(=O)n3C)ccc1F	0.3%
O=C(Nc1ccc(OC(F)(F)F)cc1)NC1COc2ccccc2C1 (centres undefined)	-5.2%
COc1cccc(NC(=O)C2CCCN(S(=O)(=O)c3ccc4[nH]c(=O)ccc4c3)C2)c1 (centres undefined)	2.2%
CCC(C)NC(=O)c1nn(-c2ccc(C)cc2)c(=O)n(C)c1=O (centres undefined)	-0.9%
Cc1cc(=O)oc2c3c(ccc12)OCN(Cc1ccccc1Cl)C3	-1.5%

3 compounds from above, arranged by the value under Epigenetic derep, smallest number first:
SMILES	Epigenetic derep
Cc1cc(=O)oc2c3c(ccc12)OCN(Cc1ccccc1Cl)C3	-1.5%
COc1cccc(N2CCN(c3ncnc4onc(-c5ccc(Cl)cc5)c34)CC2)c1	-1.1%
COc1cccc(NC(=O)C2CCCN(S(=O)(=O)c3ccc4[nH]c(=O)ccc4c3)C2)c1 (centres undefined)	2.2%

An excerpt; the hit share may differ from the screen's.
